From PubChem
NFkB SMM = binders of NF-kB p50 subunit, primary screen, biochemical, small molecule microarray, anti-His fluorescence. AID 624139, 2012. anti-His fluorescence binding. calls only. 17,000 tested, 1.3% active;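 active means spot fluorescence over background significantly raised, with a chance value under 7% in all four replicate spots of the compound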;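 further: probe protein is his-tagged human p50 processed subunit at 1 µg/ml; raw spot fluorescence signals with no normalization applied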
Target sequence (P19838 1-433 limits assumed): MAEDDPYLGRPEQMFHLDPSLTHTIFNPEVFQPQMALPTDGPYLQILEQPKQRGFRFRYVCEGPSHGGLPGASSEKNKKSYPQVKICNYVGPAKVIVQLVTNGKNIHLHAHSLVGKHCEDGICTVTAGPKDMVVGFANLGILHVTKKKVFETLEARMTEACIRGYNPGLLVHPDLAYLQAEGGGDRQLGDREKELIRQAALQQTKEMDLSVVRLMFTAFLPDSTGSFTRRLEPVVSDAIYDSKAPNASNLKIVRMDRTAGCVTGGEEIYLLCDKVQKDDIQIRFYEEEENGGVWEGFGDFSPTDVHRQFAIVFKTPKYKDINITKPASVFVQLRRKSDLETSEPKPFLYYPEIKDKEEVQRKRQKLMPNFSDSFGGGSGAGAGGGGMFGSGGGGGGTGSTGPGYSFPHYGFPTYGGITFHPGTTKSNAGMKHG
Calls only; i = inactive; + = active, no number.

SMILES	NFkB SMM
C[C@@H]1CN([C@H](C)CO)C(=O)Cc2cc(NC(=O)Nc3ccc4c(c3)OCO4)ccc2O[C@H]1CN(C)C(=O)NC1CCCCC1	i
C[C@@H]1CN([C@@H](C)CO)C(=O)c2cc(NS(=O)(=O)c3ccc(F)cc3)ccc2O[C@@H](C)CCCCO[C@@H]1CN(C)Cc1ccc(C(=O)O)cc1	i
Cc1nnc(NCc2ccco2)[nH]c1=O	i
COc1ccc(CN(C)C[C@@H]2Oc3ccc(NC(=O)c4ccncc4)cc3CC(=O)N([C@@H](C)CO)C[C@@H]2C)cc1	i
C[C@@H]1CN([C@H](C)CO)C(=O)c2cc(NS(=O)(=O)c3cn(C)cn3)ccc2O[C@@H]1CN(C)Cc1ccccc1	i
C[C@H]1CN([C@@H](C)CO)C(=O)c2cccc(NS(C)(=O)=O)c2O[C@H]1CN(C)C(=O)Nc1ccc(C(F)(F)F)cc1	i
COc1ccc(NC(=O)N(C)C[C@@H]2Oc3ccc(NS(=O)(=O)c4cn(C)cn4)cc3CC(=O)N([C@@H](C)CO)C[C@H]2C)cc1	i
C[C@H](CO)N1C[C@H](C)[C@@H](CN(C)C(=O)NC2CCCCC2)Oc2ccc(NS(C)(=O)=O)cc2CC1=O	i
C[C@H]1CCCCO[C@H](CN(C)C(=O)Nc2ccccc2)[C@@H](C)CN([C@@H](C)CO)C(=O)c2cc(N(C)C)ccc2O1	i
CCOC(=O)c1c(NC(=O)c2nc3nc(C)cc(C(F)F)n3n2)sc(C)c1C	i
CNC[C@@H]1Oc2c(NS(C)(=O)=O)cccc2C(=O)N([C@@H](C)CO)C[C@H]1C	i
Cc1noc(C)c1S(=O)(=O)Nc1ccc2c(c1)C(=O)N([C@@H](C)CO)C[C@H](C)[C@@H](CN(C)C(=O)Cc1ccccc1)OCCCC[C@H](C)O2	i
COc1ccc(NC(=O)Nc2ccc3c(c2)C(=O)N([C@H](C)CO)C[C@H](C)[C@@H](CN(C)S(=O)(=O)c2cccs2)O3)cc1	i
C[C@@H]1CN([C@H](C)CO)C(=O)c2cc(NS(=O)(=O)c3ccccc3)ccc2O[C@@H](C)CCCCO[C@H]1CN(C)Cc1ccncc1	i
C[C@@H]1CN([C@@H](C)CO)C(=O)c2cc(NC(=O)Nc3ccc4c(c3)OCO4)ccc2O[C@H]1CN(C)Cc1ccncc1	i
Cc1ccc([N+](=O)[O-])cc1NC(=O)CCN1C(=O)c2ccccc2C1=O	i
Cc1noc(C)c1NC(=O)N(C)C[C@H]1Oc2ccc(NC(=O)Nc3ccc4c(c3)OCO4)cc2C(=O)N([C@@H](C)CO)C[C@@H]1C	i
Cc1noc(C)c1S(=O)(=O)Nc1cccc2c1O[C@H](CN(C)S(=O)(=O)c1ccc(Cl)cc1)[C@H](C)CN([C@@H](C)CO)C2=O	i
C[C@H](CO)N1C[C@H](C)[C@H](CN(C)C(=O)Nc2ccc(F)cc2)Oc2ccc(NC(=O)Cc3cn(C)c4ccccc34)cc2CC1=O	i
COc1ccccc1CN(C)C[C@H]1OCc2cnnn2CCCC(=O)N([C@@H](C)CO)C[C@@H]1C	i
COc1cc2ccc(=O)oc2cc1OC	i
C[C@@H]1CN([C@H](C)CO)C(=O)CCCn2cc(nn2)CO[C@H]1CN(C)C	i
C[C@@H]1CN([C@@H](C)CO)C(=O)c2cc(NC(=O)Cc3ccccc3)ccc2O[C@@H](C)CCCCO[C@@H]1CN(C)C	i
C[C@@H]1CCCCO[C@@H](CN(C)S(=O)(=O)c2ccccc2)[C@@H](C)CN([C@@H](C)CO)C(=O)c2cc(N(C)C)ccc2O1	i
COc1ccc(S(=O)(=O)N(C)C[C@H]2Oc3ccc(NC(=O)Nc4cccc5ccccc45)cc3C(=O)N([C@H](C)CO)C[C@@H]2C)cc1	i
COC(=O)Cc1c(C)nc2nc(-c3ccco3)[nH]n2c1=O	i
COc1ccccc1OCCn1c(S(=O)(=O)O)nc2ccccc21	i
C[C@@H]1CN([C@@H](C)CO)C(=O)CCCn2cc(nn2)CO[C@H]1CN(C)S(=O)(=O)c1ccc(-n2cccn2)cc1	i
CCCOc1ccc(Oc2nc(NC(C)(C)C)nc(N3CCOCC3)n2)nn1	i
C[C@@H]1CN([C@H](C)CO)C(=O)CCCn2nncc2CO[C@H]1CN(C)C(=O)c1ccccc1	i

At a glance, three of the compounds above.
SMILES	NFkB SMM
Cc1ccc([N+](=O)[O-])cc1NC(=O)CCN1C(=O)c2ccccc2C1=O	i
Cc1noc(C)c1NC(=O)N(C)C[C@H]1Oc2ccc(NC(=O)Nc3ccc4c(c3)OCO4)cc2C(=O)N([C@@H](C)CO)C[C@@H]1C	i
Cc1noc(C)c1S(=O)(=O)Nc1cccc2c1O[C@H](CN(C)S(=O)(=O)c1ccc(Cl)cc1)[C@H](C)CN([C@@H](C)CO)C2=O	i

New compounds follow:
SMILES	NFkB SMM
CCc1cccc(CC)c1NC(=O)Cn1cnc2ccccc2c1=O	i
CC(C)NC(=O)N(C)C[C@H]1OCCCC[C@H](C)Oc2ccc(N(C)C)cc2C(=O)N([C@H](C)CO)C[C@@H]1C	i
C[C@@H]1CN([C@H](C)CO)C(=O)c2cc(N(C)C)ccc2O[C@H]1CN(C)Cc1ccc(C(F)(F)F)cc1	i
COC(=O)c1cc(OC)c(OC)cc1NC(=O)C(C)Oc1ccc(OC)cc1 (stereo not given)	i
CC(C)NC(=O)Nc1ccc2c(c1)C(=O)N([C@H](C)CO)C[C@H](C)[C@H](CN(C)C(=O)CCCN(C)C)OCCCC[C@@H](C)O2	i
Cc1nn2c(-c3cccc(NC(=O)CN4CCOCC4)c3)nnc2c2ccccc12	i
C[C@@H]1CCCCO[C@@H](CN(C)C(=O)CCC(F)(F)F)[C@H](C)CN([C@H](C)CO)C(=O)c2cc(NS(=O)(=O)c3cccs3)ccc2O1	i
Cc1noc(C)c1NC(=O)N(C)C[C@@H]1Oc2ccc(NC(=O)Nc3ccc(F)cc3)cc2C(=O)N([C@H](C)CO)C[C@@H]1C	i
C[C@@H]1CCCCO[C@@H](CN(C)C(=O)C2CCCCC2)[C@@H](C)CN([C@H](C)CO)C(=O)c2cc(NS(=O)(=O)c3cccs3)ccc2O1	+
C[C@@H]1CN([C@@H](C)CO)C(=O)c2cc(NC(=O)Cc3ccccc3)ccc2O[C@H]1CN(C)C(=O)Nc1ccc(F)cc1	i
Cn1cnnc1SCC(=O)N1c2ccccc2Sc2ccc(C(F)(F)F)cc21	i
O=C(C1=C[C@@H](c2ccccc2)C[C@@H](OCCCCO)O1)N1CCOCC1	i
COc1ccc(-c2oc3cc(OC)ccc3c2C(=O)c2ccc(C#N)cc2)cc1	i
Cc1ccc(NC(=O)C(C)NS(=O)(=O)c2ccc(F)cc2)c(C)c1 (stereo not given)	i
O=C(C1=C[C@@H](C2CC2)C[C@@H](OCCCCO)O1)N1CCN(Cc2ccc3c(c2)OCO3)CC1	i
C=C1[C@H]2CC[C@]3(O)[C@@](CC[C@@H]4[C@](C)(C(=O)O)CCC[C@]43C)(C2)[C@H]1OC(=O)/C(C)=C\C	i
COc1ccc(CN(C)C[C@H]2Oc3ccc(NC(=O)Cc4cn(C)c5ccccc45)cc3CC(=O)N([C@H](C)CO)C[C@@H]2C)cc1	i
OCc1cc2ncnc(Nc3ccc(O)c(Br)c3)c2cc1CO	i
COc1ccc(NC(=O)Nc2ccc3c(c2)C(=O)N([C@@H](C)CO)C[C@@H](C)[C@@H](CN(C)C(=O)C2CCCCC2)OCCCC[C@H](C)O3)cc1	i
C[C@@H]1CN([C@H](C)CO)C(=O)c2cc(NC(=O)Nc3ccc4c(c3)OCO4)ccc2O[C@@H]1CN(C)Cc1ccncc1	i
Cn1c(SCc2ccccc2C#N)nnc1-c1ccc(NC(=O)c2ccc(F)cc2)cc1	i
COc1ccc(S(=O)(=O)N(C)C[C@H]2Oc3ccc(NC(=O)Nc4ccc5c(c4)OCO5)cc3CC(=O)N([C@@H](C)CO)C[C@H]2C)cc1	i
C[C@H](CO)N1C[C@H](C)[C@H](CN(C)Cc2ccccc2)Oc2ncc(/C=C/c3ccccc3)cc2C1=O	i
C[C@H]1CN([C@@H](C)CO)C(=O)c2cc(NC(=O)CCC(F)(F)F)ccc2O[C@@H]1CN(C)C(=O)Nc1ccccc1	i
C[C@H]1CN([C@@H](C)CO)C(=O)Cc2cc(NC(=O)NC3CCCCC3)ccc2O[C@H]1CN(C)C(=O)Nc1ccc2c(c1)OCO2	i
COc1cc([C@H]2OC[C@H]3[C@@H]2CO[C@@H]3c2ccc3c(c2)OCO3)cc(OC)c1OC	i
C[C@@H]1CN([C@H](C)CO)C(=O)c2cc(NC(=O)Nc3ccc4c(c3)OCO4)ccc2O[C@@H]1CN(C)C(=O)Nc1ccc(F)cc1	i
Cc1noc(C)c1S(=O)(=O)Nc1ccc2c(c1)C(=O)N([C@H](C)CO)C[C@@H](C)[C@@H](CN(C)C(=O)C1CCCCC1)OCCCC[C@H](C)O2	i
C[C@@H]1CN([C@@H](C)CO)C(=O)c2cc(NC(=O)Nc3cccc4ccccc34)ccc2O[C@H]1CN(C)C(=O)Nc1ccc2c(c1)OCO2	i
C[C@H](CO)N1C[C@H](C)[C@@H](CN(C)Cc2ccncc2)Oc2ccc(NC(=O)Nc3ccccc3)cc2CC1=O	i
C[C@@H]1CN([C@@H](C)CO)C(=O)c2cc(NS(C)(=O)=O)ccc2O[C@@H](C)CCCCO[C@@H]1CN(C)C(=O)Nc1ccc2c(c1)OCO2	i
CC(C)NC(=O)N(C)C[C@H]1Oc2ccc(NC(=O)CCN3CCOCC3)cc2C(=O)N([C@@H](C)CO)C[C@H]1C	i
Cc1cc(CN2CCN(CCC#N)CC2)c(O)c(C2(C)CCCCC2)c1	i
Cc1noc(C)c1NC(=O)Nc1ccc2c(c1)C(=O)N([C@@H](C)CO)C[C@H](C)[C@@H](CN(C)C(=O)NC1CCCCC1)O2	i
C[C@@H]1CN([C@@H](C)CO)C(=O)c2cc(NC(=O)c3ccncc3)ccc2O[C@@H](C)CCCCO[C@@H]1CN(C)Cc1ccc(C(=O)O)cc1	i
Cc1noc(C)c1NC(=O)N(C)C[C@H]1OCCCC[C@H](C)Oc2ccc(N(C)C)cc2C(=O)N([C@@H](C)CO)C[C@@H]1C	i
CC1OC(OCC2OC(OCC3(C)C(O)CCC4(C)C3CCC3(C)C4CCC4C5=CC(C)(C)CCC5(C(=O)O)CCC43C)C(O)C(O)C2O)C(O)C(O)C1O (stereo not given)	+
C[C@H]1CN([C@@H](C)CO)C(=O)CCCn2cc(nn2)CO[C@H]1CN(C)C(=O)Nc1ccc(-c2cccs2)cc1	i
Cc1noc(C)c1NC(=O)N(C)C[C@@H]1Oc2ccc(NC(=O)C3CC3)cc2CC(=O)N([C@H](C)CO)C[C@@H]1C	i
Cc1noc(C)c1NC(=O)Nc1cccc2c1O[C@@H](CN(C)S(=O)(=O)c1cn(C)cn1)[C@@H](C)CN([C@H](C)CO)C2=O	i
Cc1noc(C)c1NC(=O)N(C)C[C@H]1Oc2ccc(N(C)C)cc2CC(=O)N([C@@H](C)CO)C[C@H]1C	i
CNC[C@@H]1OCCCC[C@H](C)Oc2ccc(NS(=O)(=O)c3c(C)noc3C)cc2C(=O)N([C@@H](C)CO)C[C@@H]1C	i
CC(C)NCc1ccccc1OCC(N)=O	i
COc1cc2c(cc1OC)CN(C(=O)CSc1ncnc3sc(C)c(C)c13)CC2	i
O=C(COc1ccc(Cl)c2cccnc12)Nc1cccc([N+](=O)[O-])c1	i

Next part, starting with the last 7 of the part before.
SMILES	NFkB SMM
Cc1noc(C)c1NC(=O)N(C)C[C@@H]1Oc2ccc(NC(=O)C3CC3)cc2CC(=O)N([C@H](C)CO)C[C@@H]1C	i
Cc1noc(C)c1NC(=O)Nc1cccc2c1O[C@@H](CN(C)S(=O)(=O)c1cn(C)cn1)[C@@H](C)CN([C@H](C)CO)C2=O	i
Cc1noc(C)c1NC(=O)N(C)C[C@H]1Oc2ccc(N(C)C)cc2CC(=O)N([C@@H](C)CO)C[C@H]1C	i
CNC[C@@H]1OCCCC[C@H](C)Oc2ccc(NS(=O)(=O)c3c(C)noc3C)cc2C(=O)N([C@@H](C)CO)C[C@@H]1C	i
CC(C)NCc1ccccc1OCC(N)=O	i
COc1cc2c(cc1OC)CN(C(=O)CSc1ncnc3sc(C)c(C)c13)CC2	i
O=C(COc1ccc(Cl)c2cccnc12)Nc1cccc([N+](=O)[O-])c1	i
Cc1cccc(NC(=O)CSc2nnc(-c3ccco3)n2C)c1C	i
O=S(=O)(Nc1ncccn1)c1ccc(NC(=S)Nc2ccc3c(c2)OCCO3)cc1	i
O=c1c2ccccc2nc2n1CCC2O (stereo not given)	i
CCO[C@H]1OC(C(=O)N2CCN(Cc3ccc4c(c3)OCO4)CC2)=C[C@@H](c2ccc3c(c2)OCO3)[C@@H]1CCCO	i
C[C@H](CO)N1C[C@H](C)[C@H](CN(C)Cc2ccc(-c3ccccc3)cc2)OCc2cn(nn2)CCCC1=O	i
C[C@H]1CN([C@@H](C)CO)C(=O)Cc2cc(NC(=O)Cn3cnnn3)ccc2O[C@@H]1CN(C)C	i
COc1ccc(CN(C)C[C@H]2Oc3ccc(NC(=O)Cc4cn(C)c5ccccc45)cc3CC(=O)N([C@@H](C)CO)C[C@H]2C)cc1	i
O=C1NC2CCc3nc4ccccc4c(=O)n3C2=Nc2ccccc21 (stereo not given)	i
CC(C)NC(=O)N(C)C[C@H]1OCCCC[C@H](C)Oc2ccc(NS(=O)(=O)c3ccccc3)cc2C(=O)N([C@H](C)CO)C[C@@H]1C	i
Cc1noc(C)c1NC(=O)N(C)C[C@H]1OCCCC[C@@H](C)Oc2ccc(NS(=O)(=O)c3cn(C)cn3)cc2C(=O)N([C@H](C)CO)C[C@H]1C	i
C=CC/C=C\C/C=C\CCCCCCCc1cccc(O)c1C(=O)O	i
O=C1N(Cc2ccccc2)Cc2ccccc2[C@@H]2OC(c3ccc(OCCCO)cc3)=N[C@]12CCS(=O)(=O)c1ccccc1	i
O=C1C2(CO)C=C(Br)[C@H](C[C@@H]2c2ccccc2)[C@@]12CO2	i
C[C@@H]1CN([C@H](C)CO)C(=O)c2cc(N(C)C)ccc2O[C@@H]1CN(C)Cc1ccc2c(c1)OCO2	i
CNC[C@H]1Oc2c(NC(=O)c3ccncc3)cccc2C(=O)N([C@@H](C)CO)C[C@@H]1C	i

Only part of the results is shown. The share of hits here may be higher or lower than overall.
